PfGluPho inh – PfG6PD (Plasmodium falciparum) enzyme inhibition; PfGluPho enzyme, NADPH resazurin-diaphorase fluorescence; inhibition, % at 20 µM; hit rate 0.78% among 350,000;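 active = inhibition reaching at least a set limit at 20 µM in the primary screen, cut at about 59% in these data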;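 also: 0% = DMSO wells with substrate and 100% = DMSO wells lacking glucose-6-phosphate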
HKDC1 inh – blocks human hexokinase HKDC1 activity; Q2TB90; recombinant HKDC1, G6PDH/diaphorase resazurin coupled fluorescence; inhibition, % at 20 µM; hit rate 0.16% among 340,000; AID 493160;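 active = inhibition above about 35% when tested at 20 µM, limit read from the data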;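 also: plate controls were DMSO wells with enzyme for no effect and DMSO wells lacking enzyme for full effect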
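Assay system – recombinant HKDC1 (HK5) hexokinase enzyme, produced in-house · Input – HKDC1 at 5 µg/mL · Reagent – glucose plus 1 mM ATP as hexokinase substrates · Timing – 90 min reaction incubation at room temperature, dark · Measured by – G6PDH/diaphorase-coupled fluorescence, 1 mM NADP, 100 µM resazurin, 525/613 nm · Benchmarks – DMSO-enzyme wells negative, buffer-substituted wells positive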
SENP8 block-1 – inhibitors of human SENP8 protease | Q96LD8 | purified SENP8, Z-RLRGG-aminoluciferin cleavage, luminescence | inhibition, % at 10 µM | hit rate 1.2% among 330,000 | AID 2540; in the data active = inhibition above about 50%
Target sequence (Q96LD8 whole entry, looked up): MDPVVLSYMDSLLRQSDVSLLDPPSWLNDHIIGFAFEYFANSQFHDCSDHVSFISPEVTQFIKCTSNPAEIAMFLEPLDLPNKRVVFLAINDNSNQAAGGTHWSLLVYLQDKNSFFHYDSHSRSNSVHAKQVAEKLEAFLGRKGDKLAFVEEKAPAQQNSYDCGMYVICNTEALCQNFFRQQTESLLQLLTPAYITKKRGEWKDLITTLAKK
Apaf1 inhib – human Apaf-1 inhibition; O14727; reconstituted apoptosome caspase-3 activity, DEVD-Rh110 fluorescence; inhibition, % at 20 µM; hit rate 0.71% among 330,000; active = inhibition of at least 40% at 20 µM;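 also: plate controls were DMSO wells for no effect and DEVD-CHO caspase inhibitor wells for full effect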
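Material: reconstituted apoptosome with Apaf-1, cytochrome c, caspase-9, procaspase-3, dATP. Technique: Rh110 fluorescence intensity. Buffer or medium: pH 7.5 Hepes buffer with CHAPS, BSA, DTT. Times: 30 min plus 50 min, RT.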
SENP7 inh – inhibitors of human SENP7 protease | Q9BQF6 | recombinant SENP7, Z-RLRGG-aminoluciferin luminescence, 40 min | inhibition, % at 5 µM | hit rate 1.5% among 330,000 | AID 434973;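 active = inhibition above about 50% at the single test dose, limit read from the data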;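 also: plate controls were DMSO with enzyme for no effect and no enzyme buffer wells for full effect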
Target sequence (Q9BQF6 706-1050 limits assumed): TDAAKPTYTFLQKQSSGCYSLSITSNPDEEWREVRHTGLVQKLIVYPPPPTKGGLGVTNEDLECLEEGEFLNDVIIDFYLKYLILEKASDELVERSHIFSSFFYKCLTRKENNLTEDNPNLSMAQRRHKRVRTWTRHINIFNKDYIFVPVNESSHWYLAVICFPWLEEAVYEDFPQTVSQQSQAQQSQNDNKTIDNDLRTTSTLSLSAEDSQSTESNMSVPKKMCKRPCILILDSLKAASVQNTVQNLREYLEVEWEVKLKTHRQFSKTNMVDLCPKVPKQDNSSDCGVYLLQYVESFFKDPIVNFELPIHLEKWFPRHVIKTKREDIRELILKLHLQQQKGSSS
SENP1 FRET inh – inhibitors of human SENP1 SUMO protease catalytic domain; AID 624204; recombinant SENP1 catalytic domain, CyPet-SUMO1-YPet FRET cleavage; hit rate 0.21% among 360,000; inhibition, % at 10 µM;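 active = inhibition at least 30% at 10 µM, raw YFP signal under a set limit, fluorescence ratio 0.5 to 1.5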;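 also: 0% = enzyme with DMSO and 100% = no enzyme wells; some results filed as inactive read as strong as hits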
Target sequence (Q9P0U3 419-644 limits assumed): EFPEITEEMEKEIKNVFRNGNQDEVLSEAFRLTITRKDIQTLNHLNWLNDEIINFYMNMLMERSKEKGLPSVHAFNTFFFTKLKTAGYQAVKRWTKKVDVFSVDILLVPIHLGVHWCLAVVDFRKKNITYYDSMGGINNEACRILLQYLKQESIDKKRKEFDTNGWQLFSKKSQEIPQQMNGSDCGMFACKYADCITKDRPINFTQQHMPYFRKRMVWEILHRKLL
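Compound: 10 µM single point, 0.5% DMSO; Test system: hSENP1 catalytic domain, recombinant; Timing: 50 min reaction at room temperature; Technique: FRET, CFP and YFP emission; Control set: no-enzyme wells low, DMSO-plus-enzyme wells high control.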
SENP6 block – inhibitors of human SENP6 protease; Q9GZR1; Recombinant SENP6 catalytic domain, aminoluciferin luminescence; inhibition, % at 10 µM; hit rate 1.8% among 330,000; AID 2599;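 active = inhibition above about 50% at the single tested dose, limit read from the data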;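 also: plate controls were DMSO wells with enzyme for no effect and DMSO wells lacking enzyme for full effect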
NALP3 yeast inh – NALP3 inhibition in yeast; Yeast reconstituted NLRP3/ASC/caspase-1, beta-gal luminescence, 24 h; inhibition, % at 10 µM; hit rate 0.39% among 330,000;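 active = inhibition of 50% or more; inactive = inhibition below 50%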;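 also: plate controls were induced DMSO wells for no effect and uninduced yeast grown without galactose for full effect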
SENP8 block-2 – blocks human SENP8 cleavage of Nedd8 substrate; Q96LD8; recombinant SENP8, Nedd8 substrate fluorescence; inhibition, % at 20 µM; hit rate 0.64% among 360,000; AID 602440; in the data active = inhibition mostly above about 40%, no sharp cut-off; inactive = mostly below about 27%
Active calls of the source: *; i = inactive; x = no result given; & = joins results of further samples.

mol,PfGluPho inh,HKDC1 inh,SENP8 block-1,Apaf1 inhib,SENP7 inh,SENP1 FRET inh,SENP6 block,NALP3 yeast inh,SENP8 block-2
COC(=O)C(C)NC(=O)C1CCCN1S(=O)(=O)c1cc(C)c(Cl)cc1C (stereo not drawn),-21,-9,-1,-6,-3,0,0,9,15
O=C(NS(=O)(=O)Nc1ccc(Cl)cc1)c1c[nH]c2ccccc12,3,-2,-6,-3,-3,1,9,1,21
C=CCn1c(CNC(=O)c2ccccc2F)nnc1SCC(=O)NC(C)c1ccccc1 (stereo not drawn),14,-13,-4,-3,-3,2,-14,21,12
CC(C)CC(C(=O)NC1CCCCC1)N(Cc1cccs1)C(=O)c1snc(C(N)=O)c1N (stereo not drawn),-5,8,-8,22,-4,-5,-30,0,-349
Cc1cccc2nc(CNc3ccc(F)cc3)cn12,16,-2,-5,1,0,-31,4,34,-87
O=C(NCCc1ccccc1)c1coc(=O)c(Br)c1,0,10,-5,-2,0,-4,17,15,-26
Cc1ccc(-c2cc(C(=O)N3CCN(c4ccc(O)cc4)CC3)c3ccccc3n2)cc1,49,11,-15,14,-8,0,-7,19,-8
Nc1nc(-c2ccc3ccccc3c2)c(C2(O)C(=O)Nc3c(Br)cc(F)cc32)s1 (stereo not drawn),3,-1,2,-4,7,0,4,-2,13
CCc1cc(=O)oc2c(C)c(OS(C)(=O)=O)ccc12,-3,2,4,-6,4,-42,-4,11,-386
CCC1(C(=O)OC)NC(c2ccccc2OC)C2C(=O)N(C)C(=O)C21 (stereo not drawn),12,3,-6,4,-13,2,0,18,40
O=C(NCCCN1CCOCC1)c1ccco1,-10,3,-6,9,-14,1,-10,17,22
O=C(CCN1CCOCC1)NCC1COc2ccccc2O1 (stereo not drawn),4,-5,6,-10,6,2,-2,-26,11
CCCCCNc1nc(N2CCCC2)c2c(c1C#N)CCN(C)C2,21,9,-7,18,-1,-28,-15,17,i
CC1(C)CC(=O)c2sc(NC(=O)C(C)(C)C)nc2C1,-23,-5,7,-12,-3,-1,-5,4,-6
CCCN1CCC(=O)N([C@H](CN=[N+]=[N-])Cc2ccccc2)CC1,-2,0,-10,7,5,-8,-7,26,1
CC(C)CNC1CCS(=O)(=O)C1 (stereo not drawn),-13,10,-1,-12,6,1,-16,8,16
CC(NC(=O)CSc1nc2sc3c(c2c(=O)n1-c1ccccc1)CCCC3)c1ccccc1 (stereo not drawn),-1,-9,-1,15,8,0,-5,8,4
COc1ccc2c(c1)SC1=NCCS(=O)(=O)N12,11,6,-12,-13,-6,1,-18,-2,10
O=C(Cn1cnc2ccccc21)OCC(=O)N1CCCc2ccccc21,-3,-1,-9,-3,-1,4,-16,12,29
CS(=O)(=O)N(CC(=O)N1CCN(c2ccc(F)cc2)CC1)c1cccc(Cl)c1,-4,-4,-3,3,2,3,0,6,7
Cc1ccc(-n2ncc3c2CCCC3NC(=O)CCc2cnn(C)c2)cc1C (stereo not drawn),9,-5,9,-12,-2,0,-9,14,3
O=C(CCn1nc(-c2ccc(Cl)cc2)ccc1=O)N1CCN(c2ccccn2)CC1,-4,0,x,x,x,4,x,x,17
Cc1ccc(C)c(C(=O)NCCN(C)C)c1,1,5,-10,-4,-10,2,-14,-14,10
CC(=O)Nc1sc(C)c(C)c1C(=O)OCC(=O)N(C)c1c(N)n(Cc2ccccc2)c(=O)[nH]c1=O,-3,1,-7,-2,-3,0,-5,4,-3
Cc1ccc(C)c(OCC(=O)OCC(=O)Nc2c(C)nn(-c3ccccc3)c2C)c1,-10,3,-5,12,6,6,-12,18,-7
C=CCNC(=S)Nc1sc2c(c1C(=O)OCC)CCN(C(=O)OCC)C2,12,7,-2,15,4,-41,-12,12,-72
CC(=O)N1c2ccc(S(=O)(=O)NCC3CCC(C(=O)N4CCCCC4)CC3)cc2CC1C (stereo not drawn),0,-7,20,5,4,1,7,0,1
CC(C)OC(=O)C1C2C=CC3(CN(Cc4cccs4)C(=O)C13)O2 (stereo not drawn),5,-3,-8,9,-2,1,-8,5,18
O=C(NCCCCNC(=O)c1ccco1)c1ccco1,-2,-1,-11,0,-2,1,-1,16,15
Cc1cc(C)c(S(=O)(=O)NCCCn2ccnc2)cc1C,-20,-5,-3,9,-3,1,-4,6,21
O=C(CN(C(=O)CCC(=O)Nc1nccs1)c1ccc2c(c1)OCCO2)NCc1ccco1,-6,-3,-5,1,12,2,-10,-2,10
Cc1csc(NC(=O)CSc2nc3ccccc3s2)n1,-7,5,-1,-1,4,2,-9,12,25
Cc1ccnc(NC(=O)c2ccc(S(=O)(=O)N3CCCCCC3)cc2)c1,6,0,6,13,0,0,3,47,12
O=C(NCc1nnc(SCC(=O)N2CCCc3ccccc32)o1)c1ccco1,0,-8,-7,-1,-8,-1,-13,20,-4
CSc1ccccc1C(=O)NC(C)c1ccc(-n2ccnc2)cc1 (stereo not drawn),5,-5,3,15,0,-2,1,-10,2
O=C(O)c1ccc(-c2noc(-c3cccc(C(F)(F)F)c3)n2)cc1,-20,4,41,-1,4,1,58*,20,13
Cc1cccc(NC(=O)CCS(=O)(=O)c2ccccc2)n1,-5,-4,-7,3,-8,1,-1,7,4
COCCNC(=S)Nc1ccc2nc(N3CCCC3)cc(C)c2c1,11,11,13,13,4,-26,47,15,-236
O=C(CSc1nccc(=O)[nH]1)N1CCOCC1,12,-4,9,3,-2,-1,7,13,-8
COc1ccc(OC)c(C(=O)Cn2cnc3ccccc3c2=O)c1,6,-3,-9,11,-5,0,-13,22,-268
CCN=C1S/C(=C\c2cc(Br)c(O)c(OC)c2)C(=O)N1CC,13,1,-5,-15,3,-28,16,34,-70
c1csc(-c2csc3ncnc(NCCCN4CCOCC4)c23)c1,-12,7,-9,-3,-5,-1,1,10,9
CC(Oc1ccc(Br)cc1)C(=O)Nc1nnc(C2CC2)s1 (stereo not drawn),12,-1,3,7,-3,2,-7,18,5
Cc1nnc(SCCC#N)n(CCC#N)c1=O,-14,-11,-1,-7,2,-1,1,21,12
CCc1ccc([C@H]2C(C(=O)O)=C[C@@H](CC3CCCC3)N2S(=O)(=O)c2ccc(C)cc2)cc1,-39,9,14,10,-10,0,-2,7,4
C=CCOc1ccc(/C=N/NC(=O)C(C)Sc2ccccn2)cc1OCC (stereo not drawn),8,6,-14,-3,-5,1,-1,-14,14
CC(C)CCOP(=O)(c1ccc(N(C)C)cc1)C(Nc1ccccc1)c1ccc(N(C)C)cc1 (stereo not drawn),1,1,-12,37,-6,-1,-22,4,18
CCOC(=O)Cn1nc(-c2ccccc2)c2ccccc2c1=O,-7,-9,4,-23,2,2,0,10,11
CCNC(=O)c1ccc(=O)n(Cc2ccc(Cl)cc2Cl)c1,-10,-4,2,-2,-2,0,-13,-3,21
O=C1[C@@H]2Cc3c([nH]c4ccccc34)CN2C(=O)CN1CCCO,1,-2,3,-3,0,-7,-8,-1,17
Oc1ccc(Cl)cc1CNc1cnc2ccccc2c1,14,11,-5,-4,-4,-12,-14,29,-320
CC(C)CC(=O)NC(=S)Nc1ccccn1,-1,0,-1,1,-5,1,-11,12,28
Cc1c(C(=O)N(Cc2ccccc2)C2CCS(=O)(=O)C2)oc2ccccc12 (stereo not drawn),10,-5,16,-2,2,1,10,3,-1
COc1ccc(C(=O)NC(=S)NNC(=O)c2ccccc2C)cc1,-14,-6,5,-7,8,0,4,25,17
Cc1nc2nc(CSc3nnc(C)s3)cc(=O)n2[nH]1,11&9,-6&-3,-1,-8,5,2&-1,4,-2,7&-6
COc1ccc(-n2c(SCC(=O)N3CCN(c4ccccc4)CC3)nc3c(c2=O)SCC3)cc1,1,9,13,14,-2,-1,-6,5,10
CCOC(=O)Cc1nn(Cc2ccccc2)c(=O)c2ccccc12,-3,9,-6,3,-12,5,-17,28,5
O=C1C=CC(=O)N1c1ccc(Sc2ccc([N+](=O)[O-])cc2)cc1,x,x,0,5,1,x,-1,8,x
C/C(=N\NC(=O)c1nnn(-c2nonc2N)c1CN1CCOCC1)c1ccc(CC(C)C)cc1,1,-3,-6,2,-1,2,-2,16,18
O=C(COc1cccnc1[N+](=O)[O-])Nc1cc(Cl)ccc1Cl,2,-3,-11,-2,0,-1,1,20,21

The list continues:
mol,PfGluPho inh,HKDC1 inh,SENP8 block-1,Apaf1 inhib,SENP7 inh,SENP1 FRET inh,SENP6 block,NALP3 yeast inh,SENP8 block-2
CC(C)Oc1ccc2c(c1)OC(c1ccccc1)(C(F)(F)F)NC2=O (stereo not drawn),2,-7,2,4,0,0,3,3,5
O=C(CN1CCC(NC(=O)Cc2ccccc2)CC1)Nc1cccc2ccccc12,-17,6,-5,5,-1,1,-31,14,18
CCC(=O)c1ccc(OCC(=O)Nc2nc(C)cs2)cc1,4,-8,3,-2,-1,0,-8,25,-2
CC(=O)c1c(C)nc(-c2ccc(Cl)cc2)nc1N,14,6,16,1,32,-1,25,-6,-1

Screening data (PubChem BioAssay)

The order is random; about 4.1% have a hit in one of these screens.
